MmCpn inh – blocks the Methanococcus maripaludis chaperonin Mm-Cpn; purified Mm-Cpn ATPase, ADP Transcreener TR-FRET; Potency, µM (top dose mostly 76.9 µM), for the others: at the top dose activity, negative = inhibition, usual class: inhibitors; 0.031% of 330,000 active; also: potency is read from the fitted curve at half-maximal effect; % is scaled to controls: 0 for no effect and ±100 for the full control effect; nearly all actives have a fitted effect of over 80% in size
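Measured: ADP formation by purified Mm-CPN. Conditions: 25 nM protein, 10 uM ATP, Tris pH 7.4 with Mg2+, K+ and DTT, 37°C for 30 min. Detection: Transcreener HTRF after 30 min at room temperature.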
TGFb inhibitor – inhibitors of TGF-b signaling; HepG2 CAGA-GFP TGF-b/SMAD3 reporter, GFP fluorescence, 18 h; TGF-beta stimulated, 500 pg/mL final; 1.2% of 410,000 active; Potency, µM (highest dose often 46.1 µM), inactives show at the highest dose activity, negative = inhibition, hits mostly inhibitors; AID 588855; also: potency is read from the fitted curve at half-maximal effect; % is scaled to controls: 0 for no effect and ±100 for the full control effect; nearly all actives have a fitted effect of over 65% in size
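HEPG2 CAGA-GFP cells (1000/well, DMEM with 1% FBS) were pre-incubated 2 h at 37 degrees C, given compound by pin tool, then stimulated with TGF-beta at 500 pg/mL final for 18 h before per-cell GFP fluorescence imaging.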
CCT chaperon mod – modulators of cytosolic chaperonin (CCT/TRiC) activity; purified chaperonin ATPase assay, HTRF ADP detection, 30 min; activity change, % (no concentration beside the values), hits read low; 0.3% of 360,000 active; AID 651819; in the data active = activity change below about -30%; also: % is scaled to controls: 0 for no effect and ±100 for the full control effect
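TRiC (40 or 20 nM final, by batch activity) in 30 mM Tris pH 7.4, 100 mM KCl, 5 mM MgCl2, 1 mM DTT was treated with compound at 76 uM single dose, then 10 uM ATP, 30 min at 37 °C. ADP was read by HTRF Transcreener.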
Nrf2 ARE act – activators of Nrf2 (ARE) signaling. AREc32 ARE-luciferase reporter (MCF7-derived line), luminescence, 24 h. Potency, µM (highest dose often 46.1 µM), for the others: at the highest dose activation, usual class: activators. 0.31% of 410,000 active; also: potency is read from the fitted curve at half-maximal effect; % of control where 0% means no effect; nearly all actives have a fitted effect of over 65% in size
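Luminescent ARE reporter assay in AREc32_Fluc cells: overnight plating at 37 deg C, 24 hr compound incubation, Steady-Glo added, 30 min RT before reading.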
HepG2 tox – HepG2 cytotoxicity, counter-screen for TGF-b inhibitors; HepG2 CAGA-GFP viability, ATP luminescence, 18 h; Potency, µM (titrated, usually from 46.1 µM), without a hit: at the highest dose activity change, negative = cytotoxicity, hits mostly cytotoxic; 0.76% of 410,000 active; AID 588856; also: potency is read from the fitted curve at half-maximal effect; some results filed as inactive show a strong effect at the top dose
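HepG2 CAGA-GFP cells (1000/well, DMEM with 1% FBS) received compound, then TGF-beta at 500 pg/mL final, and were incubated 18 hours at 37 degrees C. Viability was read by CellTiter-Glo luminescence. Media-only wells were set as complete cell-killing and DMSO as no toxicity.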
A549 tox – kills or reduces viability of A549 cells in Nrf2 counter-screen. AID 504648. A549 ARE-Fluc cells, CellTiter-Fluor viability, 18-24 h. 0.16% of 390,000 active. Potency, µM (top dose mostly 46 µM), without a hit: at the highest dose activity change, negative = cytotoxicity, usual class: inhibitors; also: potency is read from the fitted curve at half-maximal effect; % is scaled to controls: 0 for no effect and ±100 for the full control effect
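A549 ARE-Fluc cells in 5% FBS OPTI-MEM, 5000 cells/well, rested 2 h then exposed to compounds in concentration-response for 18-24 h at 37 °C. Viability by CellTiter-Fluor fluorescence (Ex 405/Em 525) after 30 min; luciferase luminescence (BugLite, 15 min, RT) read afterwards.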
S2 tox – cell viability loss in ATXN counter-screen; AID 651635; Potency, µM (top dose mostly 56.7 µM), usual class: cytotoxic; S2 cells (HEK-293 line with an ATXN2-luciferase reporter) viability, CellTiter-Fluor protease fluorescence, 24 h; 0.49% of 400,000 active; also: potency is read from the fitted curve at half-maximal effect; nearly all actives have a fitted effect of over 40% in size
Nrf2 inh – inhibitors of Nrf2 signaling; A549 ARE-Fluc reporter, luciferase luminescence, 18-24 h; Potency, µM (highest dose often 46 µM), for inactives: at the highest dose activity change, negative = inhibition, usual class: inhibitors; 2.1% of 360,000 active; AID 504444; also: potency is read from the fitted curve at half-maximal effect; % is scaled to controls: 0 for no effect and ±100 for the full control effect; nearly all actives have a fitted effect of over 60% in size
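Quantitative HTS in A549 cells stably bearing an antioxidant response element-firefly luciferase construct. Inhibition of Nrf2-driven transcription was scored by luminescence after 18-24 h of compound exposure at 37 °C.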
pAkt inh – blocks phosphorylation of Akt | AID 651550 | activity change, % for hits at 50 µM | Neuro2A IGF-stimulated pAkt S473 HTRF, 20 min; stronger effect = lower value | 0.32% of 360,000 active; in the data active = activity change below about -80%; inconclusive = mostly about -51% to -80%; also: % is scaled to controls: 0 for no effect and ±100 for the full control effect
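Neuro2A cells (4,500/well, DMEM with 0.5% FBS) were treated with compound at a single 50 µM final concentration, stimulated with 6 nM IGF for 20 min at 37 °C, and lysed. Phospho-Akt Ser473 was read by HTRF as 665/615 ratio ×10^4.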
* hit, by the source's call; i = inactive; ? = inconclusive; · = not tested or not shown; & = joins results of further samples; [ ] = remark or other dose. Unless noted, calls follow the shape of the dose curve; as a rule, active = well fitted curve in the direction sought with a large enough effect; inconclusive = small, poorly fitted or top-dose-only effect, or another doubt; inactive = no such curve, though single readings can be large; an effect the other way counts as inactive or inconclusive.

SMILES	MmCpn inh	TGFb inhibitor	CCT chaperon mod	Nrf2 ARE act	HepG2 tox	A549 tox	S2 tox	Nrf2 inh	pAkt inh
O=C1c2oc3ccccc3c(=O)c2C(c2ccc(O)cc2)N1Cc1ccc2c(c1)OCO2 (configuration not stated)	·	1%	·	-0.4%	4%	1%	·	·	·
COc1cc(NS(=O)(=O)c2ccc(NC(=O)/C(=C/c3ccccc3Cl)NC(=O)c3ccccc3)cc2)nc(OC)n1	0%	?	2.1	-0.7%	2%	6%	i	19%	i
O=C(c1cccs1)N(Cc1cccc(Cl)c1)C1CCS(=O)(=O)C1 (configuration not stated)	0%	-6%	-2.4	0.5%	6%	-5%	i	-11%	i
O=C1c2ccccc2CN1c1ccccc1	3%	-5%	1.0	3.9%	-22%	1%	i	?	i
CCN(CCCNc1ncnc2nc[nH]c12)c1cccc(C)c1	-2%	?	0.5	0.4%	-22%	8%	i	?	i
CC(C)OC(=O)CSc1nc(Cc2ccccc2)nc2ccccc12	-5%	?	2.0	-0.6%	-36%	12%	·	-6%	i
CCOC(=O)Nc1nc2ccc(Cn3cccc3)cc2[nH]1	·	-8%	-3.9	3.0%	8%	-13%	?	?	i
Cc1nnc(N/N=C/c2ccccc2O)n1N	-2%	?	-0.5	-2.6%	-31%	-4%	?	8%	i
O=C(O)c1cc(-c2cccs2)nn1-c1cccc(Cl)c1	-15%	-2%	-7.0	0.2%	-16%	0%	i	-12%	i
CC1(C)CC2CC(C)(CN2S(=O)(=O)c2ccccc2[N+](=O)[O-])C1 (configuration not stated)	1%	?	0.5	0.7%	-29%	-7%	i	?	i
CC(=O)Nc1ccc(C=C(C#N)c2ccc(C)cc2)cc1	·	-5%	-0.9	6.1%	-7%	·	i	·	i
CCc1ccc(OCC(=O)NNC(=O)c2cc3ccccc3o2)cc1	-1%	3%	-4.2	0.5%	0%	-1%	i	-5%	i
O=C1C2CC=C(Cl)CC2C(=O)N1CC1Cc2ccccc2CO1 (configuration not stated)	0%	2%	-1.5	2.6%	-22%	14%	i	-4%	i
CCOC(=O)C1(C)CCCN(C(=O)c2ccc(N(C)C)cc2)C1 (configuration not stated)	·	38%[activator]	-0.1	-0.9%	0%	·	i	·	i
CCCCCCCCOC(=O)/C=C/c1c(C)[nH]c(=O)[nH]c1=O	0%	-5%	-1.7	0.1%	-4%	5%	i	0%	i

Quoted at random: two compounds from above.
SMILES	MmCpn inh	TGFb inhibitor	CCT chaperon mod	Nrf2 ARE act	HepG2 tox	A549 tox	S2 tox	Nrf2 inh	pAkt inh
Cc1nnc(N/N=C/c2ccccc2O)n1N	-2%	?	-0.5	-2.6%	-31%	-4%	?	8%	i
CCc1ccc(OCC(=O)NNC(=O)c2cc3ccccc3o2)cc1	-1%	3%	-4.2	0.5%	0%	-1%	i	-5%	i

Next structures.
SMILES	MmCpn inh	TGFb inhibitor	CCT chaperon mod	Nrf2 ARE act	HepG2 tox	A549 tox	S2 tox	Nrf2 inh	pAkt inh
COc1ccc(Cl)cc1NC(=O)[C@@H]1CCCN1C(=O)c1cccs1	2%	-10%	0.4	0.7%[9.22 µM]	-2%	6%	i	-10%	i
CN(C)c1ccc(NS(=O)(=O)c2cc(Cl)ccc2Cl)cc1	1%	2%	0.1	4.1%	-8%	-7%	i	?	i
Cc1ccc(N2CC(c3nnc(Cc4ccccc4Cl)o3)CC2=O)cc1 (configuration not stated)	·	-19%	·	-0.3%	0%	-1%	?	19%	·
Cc1cccn2c(CNCCCn3ncc4ccccc43)c(C(=O)N3CCCCC3)nc12	1%	-9%	0.8	-0.5%	-9%	-13%	?	8%	i
CCOc1ccccc1NC(=O)C1CCCN(c2ncnc3onc(-c4ccc(F)cc4)c23)C1 (configuration not stated)	·	-2%	·	1.2%	0%	-15%	i	-21%	·
O=C(O)c1cccc(S(=O)(=O)N(Cc2ccccc2)c2ccc(Cl)cc2)c1	-2%	0%	-0.5	3.1%	-8%	-3%	i	-15%	i
COC(=O)c1ccc(COc2ccc(C)c(C)c2)o1	-2%	-17%	1.7	-0.2%	2%	-1%	i	?	i
Nc1nn2c(C(F)(F)F)cc(=O)[nH]c2c1N=Nc1cccc(F)c1	0%	6%	0.7	4.8%	-5%	-27%	i	-5%	i
COc1cccc(C(=O)NC2CCNCC2)c1	1%	2%	0.1	-0.6%	-29%	11%	i	-6%	i
O=C(Cc1ccccc1)Nc1ncccc1Cl	·	4%	-5.3	2.4%	-8%	-7%	·	-3%	i
Cc1ccc(N=C2SCCCN2C(=O)C2=COCCO2)cc1Cl	2%	-11%	2.0	-0.3%	0%	-10%	?	15%	i
COc1ccc(Br)cc1/C=N/n1c(C)nc2ccccc2c1=O	-1%	5%	1.2	9.9%	-4%	6%	i	-8%	i
Cc1ccccc1OCc1nc(-c2ccc(NC(=O)c3cccs3)cc2)no1	-20%	-1%	-1.5	2.9%	-60%	7%	?	-7%	i
CC(C)COc1ccc(C(=O)N2CCCCC2CCN2CCOCC2)cc1 (configuration not stated)	·	-19%	·	-1.0%	4%	-2%	·	4%	·
CCOC(=O)/C=C1\NC(C)(C)Cc2cc(OC)c(O)cc21	2%	-23%	-1.6	2.9%	-22%	-6%	i	18%	i
Cc1ccc(-n2c(SCC(=O)NCc3ccco3)nc3nc4c(cc3c2=O)COC(C)(C)C4)cc1	-2%	-12%	-1.9	3.3%	4%	-4%	i	13%	i
CCC(=O)Nc1ccc(Cl)c(NC(=O)c2ccc(Br)o2)c1	-3%	5%	-0.8	3.8%	-22%	-5%	i	-3%	i
O=C(CN1C(=O)C2CC=C(Cl)CC2C1=O)N1CCOCC1 (configuration not stated)	0%	4%	2.7	0.3%	0%	2%	i	1%	i
O=C(Nc1ccc2c(c1)oc1ccccc12)N1CCOCC1	0%	25%	-2.3	2.9%	18%	-9%	?	?	i
Cc1cccc(C)c1NC(=O)Cc1cccs1	1%	13%	-0.1	-0.1%	3%	-4%	?	1%	i
COc1cc2c(cc1NC(=O)COc1cc(C)cc(C)c1)oc1ccccc12	·	0%	·	1.0%	-101%	-6%	i	8%	·
Cc1cccc(-c2nc(-c3ccncc3)no2)c1	2%	-6%	3.4	13µM*	-1%	2%	i	?	i
Nc1ccc(C(=O)c2ccccc2C(=O)O)cc1Cl	3%	1%	-0.8	-0.8%	-7%	-4%	i	11%	i
COc1ccc(CCN(C)C(=O)c2oc3ccccc3c2C)cc1OC	1%	-26%	0.0	3.8%	-16%	-20%	i	-11%	i
Cc1cc(C(=O)CN2CCC(C)CC2)c(C)n1-c1ccc(F)cc1	0%	-11%	0.2	0.3%	-30%	-8%	i	10%	i
COc1cccc(CC(=O)OCC(=O)NCc2ccc3c(c2)OCO3)c1	-1%	10%	-2.4	-0.3%	14%	-1%	i	0%	i
CC(=O)c1ccc(N(C(=O)c2ccco2)C(C(=O)NC2CCCC2)c2cccs2)cc1 (configuration not stated)	1%	-18%	1.9	0.7%	-16%	-3%	i	-5%	i
COC(=O)/C(C#N)=C/c1c[nH]c2ccccc12	0%	0%	-0.9	16%	-25%	-11%	i	?	i
CCCCNC(=O)c1onc(CSc2ccccc2F)c1C(=O)O	0%	5%	0.9	-0.3%	-5%	1%	i	12%	i
CC(C)CCn1c2ccccc2c2cc(CC(N)=O)ccc21	2%	-19%	-0.4	0.1%	-19%	10%	i	?	i
O=C(c1cc(=O)[nH]c2ccccc12)N1CCN(S(=O)(=O)c2ccc(Cl)cc2)CC1	-8%	4%	1.9	-0.5%	4%	1%	i	2%	i
O=c1c2[nH]cnc2n(-c2cccc(F)c2)c(=O)n1Cc1ccccc1	1%	5%	0.8	-0.8%	11%	2%	i	6%	i
CCCCCNC(=O)C1CC=CCC1C(=O)O (configuration not stated)	0%	2%	-0.7	0.1%	-3%	0%	i	10%	i
COC(=O)[C@H](CC(C)C)NC(=O)Nc1ccc2c(c1)OCCO2	1%	-18%	0.4	-0.5%	-20%	0%	i	20%	i
CCN1CCN(c2ccc(S(=O)(=O)N3CCOCC3)cc2NC(=O)c2ccc(Cl)cc2Cl)CC1	0%	-7%	1.3	2.5%	-17%	1%	i	-16%	i
O=S(=O)(NN=Cc1ccc(O)cc1O)c1cc(Cl)c(Cl)cc1Cl	·	-8%	0.6	2.1%	-4%	-13%	i	-7%	i
O=C(Nc1cc(C(F)(F)F)ccc1-n1cncn1)c1ccc(F)cc1Cl	0%	-1%	-1.3	3.0%	1%	16%	i	6%	i
CCOC(=O)[C@]12CCC=C1N(Cc1ccc(Cl)cc1Cl)C(=O)[C@H](CC(=O)N1CCN(C(=O)c3ccco3)CC1)C2	·	·	-0.6	0.5%	·	·	i	·	i
CCN(CCO)C(=O)C(c1ccccc1)c1ccccc1	0%	4%	-0.6	0.3%	2%	-4%	i	13%	i
COc1cccc(C(=O)NNC(=O)Cc2cccs2)c1	-10%	3%	-3.1	-0.4%	-1%	3%	i	7%	i
CCOc1ccc(S(=O)(=O)NCCC(=O)NC2CCC(C)CC2)cc1 (configuration not stated)	0%	-7%	-1.7	0.4%	-2%	3%	i	3%	i
COc1cccc(OC)c1C(=O)Nc1ccc2c(c1)CCCN2S(=O)(=O)c1ccc(C)cc1	-1%	8%&-2%	1.3	0.3%&5.4%	-1%&-14%	0%&8%	i	-3%	i
Cc1ccccc1OCC(=O)NNC=O	3%	0%	0.2	0.1%	8%	-1%	i	8%	i
Oc1ccc(Nc2ncnc3scc(-c4ccccc4)c23)cc1	-1%	17%	-1.3	2.8%	-2%	-5%	i	?	i
COc1ccc([C@H]2CC(=O)C=C(c3cc4ccccc4c4ccccc34)C2)cc1	-17%	-3%	-1.5	-0.4%	11%	-4%	i	0%	i

The order is random. About 4.4% of those tested had a hit in this group.
